DAX1 inh-1: inhibitors of DAX1 repression of SF-1 activated StAR promoter; HEK293T StAR-luciferase reporter, SF-1/DAX-1 repression relief; inhibition, % at 6.8 µM; 370,000 tested, 1.1% active; AID 652010;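 active means inhibition above the mean over all tested compounds plus 3 SD, cut at about 3.6% in these data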;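 further: 0% = DAX-1 cells with DMSO and 100% = cells lacking DAX-1 with DMSO; higher inhibition means more luminescence from relief of DAX-1 repression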
PG9 binder: small molecules binding HIV-1 gp120 antibody PG9; 360,000 tested, 0.43% active; inhibition, % at 6.7 µM; TR-FRET gp120-PG9 antibody binding; in the data active means inhibition above about 8.5%
PLC-beta3 inh: inhibitors of human phospholipase C beta3 | Q01970 | Purified PLC-beta3, fluorogenic substrate, fluorescence | inhibition, % at 12.2 µM | 370,000 tested, 0.18% active | AID 720704; in the data active means inhibition above about 11%;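 further: 0% = median of compound wells on plate and 100% = full blocker control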
DAX1 inh-2: inhibitors of human orphan nuclear receptor DAX1 (NR0B1); P51843; HEK293 Gal4-DAX1 luciferase reporter, luminescence; inhibition, % at 6.75 µM; 340,000 tested, 0.99% active; AID 504766;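 active means inhibition above the mean over all tested compounds plus 3 SD, cut at about 4.2% in these data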;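 further: 0% = DAX1-transfected cells with DMSO and 100% = empty-vector control cells with DMSO; inhibition shows as a rise in luminescence from relieved DAX1 repression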
Target sequence (P51843 207-470 limits assumed): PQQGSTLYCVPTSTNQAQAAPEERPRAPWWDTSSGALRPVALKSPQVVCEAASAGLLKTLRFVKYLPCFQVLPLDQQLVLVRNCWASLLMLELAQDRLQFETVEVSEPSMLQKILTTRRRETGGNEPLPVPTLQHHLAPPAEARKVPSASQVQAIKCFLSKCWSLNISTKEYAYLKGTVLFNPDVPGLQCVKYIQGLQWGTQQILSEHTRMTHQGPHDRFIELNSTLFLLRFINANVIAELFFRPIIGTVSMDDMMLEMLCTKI
hcDAF12 agonist: activates DAF-12 receptor from parasite H. contortus; 370,000 tested, 1.4% active; AID 652067; HEK293 hcDAF-12 lit1-tk-luc reporter, luminescence; 0% DMSO, 100% Δ7-dafachronic acid; activation, % at 6.8 µM;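 active means activation above the mean of all tested compounds plus 3 SD, cut at about 5.5% in these data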;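 further: 100% = response to 3 µM Δ7-dafachronic acid high control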
hgDAF-12 ag: activates the H. glycines DAF-12 receptor ligand-binding domain; HEK293 GAL4-hgDAF12 UAS-luciferase reporter, agonist luminescence; normalized to butyrate control; activation, % at 6.8 µM; 370,000 tested, 1.8% active; AID 687014;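 active means activation above a cutoff set at the mean of all screened compounds plus 3 SD, cut at about 10% in these data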;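 further: 0% = DMSO wells and 100% = sodium butyrate wells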
SMARCA2 act: activators of SMARCA2 function | MG213 cells, MMTV-luciferase reporter, dexamethasone, overnight | activation, % at 9.1 µM | 370,000 tested, 1% active | AID 652017; in the data active means activation above about 7.8%;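 further: 0% = vehicle wells and 100% = reference activator wells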
FXN GAA850 act: activators of GAA850 frataxin (FXN) promoter; HEK293 lucGAA850 FXN promoter luciferase reporter, 24 h; percent of 10 µM SAHA response; activation, % at 6 µM; 360,000 tested, 0.56% active;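 active means activation above the average of all compounds screened plus 3 SD, cutoff fixed separately per campaign, cut at about 7.5% in these data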;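 further: 0% = DMSO wells and 100% = 10 µM SAHA wells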
HGIII-sPLA2 inh: Blocks human group III sPLA2 activity. Q9NZ20. QFRET BODIPY PC-A2 liposome hydrolysis, fluorescence. inhibition, % at 12.2 µM. 370,000 tested, 0.56% active;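 active means inhibition above mean plus 3 SD of compounds lying within the high and low control bounds, cut at about 19% in these data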;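 further: 0% = median of test compound wells and 100% = no enzyme DMSO wells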
Target sequence (Q9NZ20 whole entry, looked up): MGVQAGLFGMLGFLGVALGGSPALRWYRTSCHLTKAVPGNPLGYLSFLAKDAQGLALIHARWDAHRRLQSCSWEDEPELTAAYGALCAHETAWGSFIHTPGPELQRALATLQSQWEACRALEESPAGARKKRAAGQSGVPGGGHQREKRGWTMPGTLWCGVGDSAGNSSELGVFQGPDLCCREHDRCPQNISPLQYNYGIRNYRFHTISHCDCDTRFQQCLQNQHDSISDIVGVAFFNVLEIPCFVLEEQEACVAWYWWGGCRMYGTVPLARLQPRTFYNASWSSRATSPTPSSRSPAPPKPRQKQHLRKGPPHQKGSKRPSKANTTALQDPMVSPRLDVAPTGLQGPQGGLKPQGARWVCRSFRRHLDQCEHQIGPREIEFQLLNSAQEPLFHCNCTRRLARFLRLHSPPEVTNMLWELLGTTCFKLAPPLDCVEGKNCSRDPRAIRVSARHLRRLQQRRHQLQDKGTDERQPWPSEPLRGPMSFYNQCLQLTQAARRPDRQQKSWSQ
ssDAF-12 act: S. stercoralis DAF-12 activation, primary screen | HEK293 ssDAF-12/GRIP1 lit1-tk-luc reporter, luminescence; % of 3 µM dafachronic acid response | activation, % at 6.8 µM | 370,000 tested, 1% active;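 active means activation above the mean over all tested compounds plus 3 SD, cut at about 0.9% in these data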;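 further: 0% = DMSO-only wells and 100% = 3 µM delta7-dafachronic acid wells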
NR1D1 modulator: modulators of human Rev-erb alpha DNA binding; P20393; Rev-erbα–FITC-DNA binding, fluorescence polarization, 90 min; activity, % at 10 µM; 370,000 tested, 0.79% active; AID 1259318;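 active means activity above about 14%, limit read from the data; passing the limit was not always enough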;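 further: 0% = DMSO wells with 35 nM protein and 100% = DMSO wells with 750 nM protein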
The depositor's hits bear a star; nt = not tested or not shown.

SMILES	DAX1 inh-1	PG9 binder	PLC-beta3 inh	DAX1 inh-2	hcDAF12 agonist	hgDAF-12 ag	SMARCA2 act	FXN GAA850 act	HGIII-sPLA2 inh	ssDAF-12 act	NR1D1 modulator
CCOC(=O)N1CCN(C(=O)C2CCN(S(=O)(=O)c3cc(Cl)ccc3Cl)CC2)CC1	-0.2	-0.9	-1	-0.8	-0.6	-1.3	-3	2.7	0	-1.2	-1
Cc1cc(C)nc(NNS(=O)(=O)c2c(F)cc(F)cc2Br)n1	2.5	-3.6	-4	0.7	1.6	0.5	-3	1.2	-1	-0.2	0
C#CC(CCN1CCCCC1)(OC)c1ccccc1 (stereo not drawn)	0.4	-0.4	-6	0.2	0.2	-0.5	-4	1.9	-1	-1.2	2
COc1ccc(NC(=S)Nc2ncccc2C)c(OC)c1	-0.3	-0.1	-2	-1.3	1.3	4.4	5	4.5	13	-0.9	4
CCOc1ccc(NC(=O)COC(=O)c2c[nH]c3ccccc23)cc1	-1.4	-0.8	-4	-0.2	2.3	0.6	-7	-0.1	-3	0.0	5
O=c1nc(-c2ccccc2Cl)c2cc(F)ccc2[nH]1	-0.3	-0.2	-361	0.5	-1.1	-1.1	-2	1.1	7	-1.9	2
Cc1noc(C)c1S(=O)(=O)N(C)CC(=O)Nc1ccc(F)cc1	0.7	1.8	2	0.5	-1.8	0.6	-1	-0.7	1	-0.7	2
O=C(O)c1ccc(CN2C[C@@H](CO)O[C@@H](n3cnc4c(Nc5ccccc5)ncnc43)C2)cc1	1.4	1.0	-1	nt	0.6	-2.0	-1	-2.2	3	-1.2	-12
COC(=O)Nc1ccc(NC(C)=O)cc1	-0.3	-0.9	-1	-0.4	-0.9	2.8	4	-2.8	1	-1.1	2
Cc1ccc(NC(=O)Cc2nc(CSc3nnc(-c4ccc5c(c4)OCO5)o3)cs2)cc1	0.8	-2.2	-1	-0.6	1.7	3.3	-1	1.1	-8	-0.1	9
CCN(CC)CCCNC(=O)COc1ccc2oc3c(c2c1)CCCC3	0.4	0.9	-6	0.4	-1.8	-0.4	-2	1.5	14	-0.8	-3
C/C(=N\Nc1nc2ccccc2[nH]1)c1cccs1	3.5	-9.2	-16	0.2	5.5	12*	-1	4.5	17	0.0	5
O=C(COC(=O)c1ccc(Cl)nc1)Nc1ccc2c(c1)OCO2	0.3	-0.9	-11	0.7	-1.2	-1.6	0	-0.3	1	-1.3	0
O=C(COC(=O)/C=C/c1ccc(Cl)cc1)NC1CCCCCC1	4.8*	0.1	-6	-0.2	-2.3	0.4	-3	1.0	3	-1.0	1
Cc1cc(C)c(S(=O)(=O)n2ccc3ccccc32)c(C)c1	0.6	0.0	-2	-0.3	-1.3	0.9	-2	1.4	2	1.7*	7

2 entries from above, reformatted:
Value order: DAX1 inh-1, PG9 binder, PLC-beta3 inh, DAX1 inh-2, hcDAF12 agonist, hgDAF-12 ag, SMARCA2 act, FXN GAA850 act, HGIII-sPLA2 inh, ssDAF-12 act, NR1D1 modulator
O=c1nc(-c2ccccc2Cl)c2cc(F)ccc2[nH]1
 : -0.3, -0.2, -361, 0.5, -1.1, -1.1, -2, 1.1, 7, -1.9, 2
Cc1noc(C)c1S(=O)(=O)N(C)CC(=O)Nc1ccc(F)cc1
 : 0.7, 1.8, 2, 0.5, -1.8, 0.6, -1, -0.7, 1, -0.7, 2

Continuation.
SMILES	DAX1 inh-1	PG9 binder	PLC-beta3 inh	DAX1 inh-2	hcDAF12 agonist	hgDAF-12 ag	SMARCA2 act	FXN GAA850 act	HGIII-sPLA2 inh	ssDAF-12 act	NR1D1 modulator
CN1C(=O)Cc2cc(S(=O)(=O)NCc3cccs3)ccc21	-0.2	-1.7	1	-0.8	0.2	-1.4	2	-0.3	-27	-1.2	4
O=C(Nc1nonc1-c1ccc(Cl)cc1)c1ccco1	-0.6	0.4	-13	0.6	-1.2	1.6	-1	-0.1	-7	-0.7	3
Cc1noc(C)c1N=Nc1ccc(Br)cc1C(=O)O	1.1	-1.0	-10	2.1	-0.5	-0.3	0	2.9	-8	-0.6	-3
Cc1ccc2[nH]c3c(c2c1)CCCC3NCCO (stereo not drawn)	-0.3	2.8	-18	-1.9	-1.7	-0.8	-4	1.8	14	-1.0	-3
COC(=O)CSc1nnc(CSc2nc(C)cc(C)n2)o1	0.2	-2.1	0	1.4	-0.7	0.2	0	1.5	10	-2.0	0
CC(NS(=O)(=O)c1ccc(OCC(=O)Nc2cccc([N+](=O)[O-])c2)cc1)c1ccccc1 (stereo not drawn)	-0.3	-3.0	2	-1.4	-1.4	-1.5	-2	0.3	-42	-1.8	-3
COc1ccc(S[C@]2(C(=O)N3CCOCC3)CC(=O)N(C(=O)CCc3ccccc3)[C@@H]2c2ccc(OC)cc2)cc1	-2.0	nt	1	nt	-1.1	1.6	-1	nt	-10	-1.2	0
O=C(CN1C(=O)NC2(CCCCC2)C1=O)NCCc1c[nH]c2ccccc12	-4.8	-1.2	-5	2.3	2.6	-0.9	-2	-1.3	-28	-0.4	-1
CC(C)C[C@@H](C(=O)NC1CC1)N1C(=O)N2CCc3c([nH]c4ccccc34)[C@@]2(C)C1=O	0.9	-2.0	0	1.1	1.5	-1.6	-4	2.7	-16	-0.9	7
COc1ccc2sc(-c3ccc(N(C)C)cc3)c(-c3cnc(OC)nc3)c2c1	0.3	0.2	-58	0.4	0.3	4.9	3	2.3	6	-0.7	-6
O=C(N/N=C/c1ccc2c(c1)OCO2)c1ccc2c(c1)OCO2	4.0*	-0.6	-18	1.0	3.7	5.3	2	2.2	8	-0.2	3
Nc1ccn(CCCN2CCN(Cc3cccc4ccccc34)CC2)c(=O)n1	0.1	-0.2	-3	2.3	3.0	0.8	-4	0.5	10	-1.5	0
Cc1occc1C(=O)NCCc1ccc(Cl)cc1	0.2	-2.6	2	1.5	-1.1	2.9	5	0.9	-7	-1.3	8
CCOC(=O)C1=C[C@@H](C(C)(C)C)N(S(=O)(=O)c2ccccc2C)[C@H]1c1ccc(Cl)cc1	-1.4	-0.9	3	nt	1.1	1.5	-3	nt	3	-1.2	5
COc1cc(COc2ccc(-c3nnco3)cc2)ccc1OC(F)F	-0.2	-2.7	-5	1.4	-1.8	-1.2	3	-0.8	0	-0.8	0
O=C(O)C1=C[C@@H](c2ccccc2)C[C@@H](OCCCCO)O1	0.5	-2.0	-1	1.4	-1.1	1.1	0	1.4	-9	-0.6	-3
CCc1ccc2c(c1)C(c1cccs1)=NNC(c1cccnc1)=N2	0.4	-0.9	3	0.1	-0.8	1.2	-3	-2.2	0	-0.8	-3
Cc1ccc(NC(=O)COC(=O)CCC(=O)c2ccc(C(C)(C)C)cc2)c([N+](=O)[O-])c1	-1.5	-1.1	2	0.6	-2.0	2.1	-3	2.0	0	-1.1	-2
COc1ccc(NC(=O)c2ccc(S(=O)(=O)N(C)C)cc2)cc1	-0.3	-1.1	-2	0.1	0.0	0.1	-1	0.9	-1	0.6	1
C=CCC12C=C(OC)C(=O)OC(OC)(C1O)[C@H](c1ccc3c(c1)OCO3)[C@H]2C (stereo partly drawn)	0.7	-0.2	3	-1.7	-0.4	2.7	0	-1.3	3	-1.0	-4
O=C(NCC1CCCO1)C1CC(c2ccccc2Cl)=NO1 (stereo not drawn)	0.0	1.8	2	-0.6	-0.3	0.3	5	2.0	3	-1.1	0
NS(=O)(=O)c1ccc(CCNC2CC(=O)N(Cc3ccccc3)C2=O)cc1 (stereo not drawn)	-0.2	-0.6	4	1.2	1.0	1.2	0	-0.9	-5	-1.0	-6
COc1ccccc1C(=O)Nc1ccc(OCC(=O)N2CCCCC2C)cc1 (stereo not drawn)	-1.4	0.0	-4	-0.7	-2.6	1.3	-1	1.2	-7	-1.6	-6
O=C(NCCc1cccs1)C1CC(c2ccc([N+](=O)[O-])cc2)=NO1 (stereo not drawn)	0.8	-1.2	4	2.8	5.8*	8.2	7	2.0	4	0.5	-4
CN(C)S(=O)(=O)c1cccc(NC(=O)Cc2ccc(-c3ccccc3)cc2)c1	-6.4	-2.2	-27	-0.6	-2.9	-0.2	-4	1.2	-35	-1.0	-1
O=c1[nH]c(C2CCCN(S(=O)(=O)c3ccc(F)cc3)C2)nc2c1nnn2Cc1ccccc1 (stereo not drawn)	0.1	0.9	1	1.2	-1.7	2.2	-2	-0.4	-5	-1.2	-4
O=C(Nc1c(-c2ccc(F)cc2)nc2ccccn12)c1ccc(F)cc1	-1.0	0.1	-5	-2.5	-1.9	-3.1	-2	-0.1	-1	-0.8	1
Cc1cc(C(=O)Nc2ccccc2C(=O)O)ccc1NC(=O)COc1ccccc1Cl	0.3	0.5	-10	0.2	-0.5	0.8	-2	-2.1	0	-1.1	-5
COc1ccc(OC)c(NC(=O)CCN2CCN(C)CC2)c1	0.3	-0.9	-5	0.3	-1.6	3.6	-2	1.4	-1	-1.1	5
O=C(Cn1nnc(N2CCCCC2)n1)NN=Cc1ccccc1O	0.8	2.6	-51	nt	0.9	-3.6	-6	nt	-1	-1.8	-3

Limited to PG9 binder, for some of the entries so far:
SMILES | PG9 binder
O=C(NCCc1cccs1)C1CC(c2ccc([N+](=O)[O-])cc2)=NO1 (stereo not drawn) | -1.2
CN(C)S(=O)(=O)c1cccc(NC(=O)Cc2ccc(-c3ccccc3)cc2)c1 | -2.2
O=c1[nH]c(C2CCCN(S(=O)(=O)c3ccc(F)cc3)C2)nc2c1nnn2Cc1ccccc1 (stereo not drawn) | 0.9
O=C(Nc1c(-c2ccc(F)cc2)nc2ccccn12)c1ccc(F)cc1 | 0.1

Next compounds follow:
SMILES	DAX1 inh-1	PG9 binder	PLC-beta3 inh	DAX1 inh-2	hcDAF12 agonist	hgDAF-12 ag	SMARCA2 act	FXN GAA850 act	HGIII-sPLA2 inh	ssDAF-12 act	NR1D1 modulator
CCCn1c(SCC(=O)Nc2cccc(S(=O)(=O)N(C)C)c2)nc2ccccc2c1=O	-0.6	0.0	-3	-1.0	-1.9	-1.1	-6	-5.4	-6	-1.9	-2
COCCCN1CCN(C2Cc3ccccc3Sc3ccc(Cl)cc32)CC1 (stereo not drawn)	-0.1	-0.8	-2	-0.6	1.7	-0.3	-4	-4.1	9	-0.8	3
CN(C(=O)Cn1nc(Cl)ccc1=O)C1CCCN(Cc2ccccc2F)C1 (stereo not drawn)	-0.3	0.1	-7	0.5	-0.4	-2.4	-2	0.7	8	-0.8	0
COc1ccc(-n2c(SCC(=O)Nc3ccc4c(c3)OCCO4)nnc2-c2ccc(Cl)cc2)cc1	0.1	nt	-1	nt	-1.2	-1.3	0	nt	0	-1.6	0
CC(OC(=O)c1ccc(-n2cnnn2)cc1)C(=O)Nc1ccccc1F (stereo not drawn)	0.7	1.0	-8	0.9	2.4	1.3	-2	0.9	15	-1.0	-4
O=C1CCN(Cc2ccccc2)C(=O)N1	-2.5	-1.8	-1	1.5	0.2	-3.8	-3	0.6	-6	-0.8	-4
CCCn1nc2cc(C(=O)NCCCCc3ccccc3)ccc2c1OCC	-0.1	0.2	-444	-0.2	-2.3	3.7	-2	1.4	-14	-1.9	6
